Compound activity: PubChem BioAssay, National Center for Advancing Translational Sciences (NCATS)
rTrxR1 inhibitor – blocks rat thioredoxin reductase 1; O89049; recombinant rTrxR1, NADPH fluorescence consumption, selenite substrate; Potency, µM (top dose mostly 114 µM), for inactives: at the highest dose activity change, negative = inhibition, hits mostly inhibitors; 390,000 compounds, 1% hits; note: % is set by controls: 0 for no effect and ±100 for the full control effect; nearly all actives have a fitted effect of over 65% in size
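Rat TrxR1 (90 nM in the dispensed reagent) was pre-reduced with 400 uM NADPH for 5 min at room temperature, then incubated with compound for 15 min. After 400 uM selenite was added, NADPH fluorescence (Ex 340/Em 450 nm) was followed for 8 min.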
HP1b chromo inh – inhibitors of HP1-beta chromodomain binding to methylated histone tails. AlphaScreen HP1-beta / biotin-H3K9me3 peptide binding. 390,000 compounds, 0.56% hits. Potency, µM (highest dose often 114 µM), inactives show top-dose activity change, negative = inhibition, hits mostly inhibitors. P83916. AID 540317; note: nearly all actives have a fitted effect of over 70% in size; inactives centre near 23
Target sequence (P83916 whole entry, looked up): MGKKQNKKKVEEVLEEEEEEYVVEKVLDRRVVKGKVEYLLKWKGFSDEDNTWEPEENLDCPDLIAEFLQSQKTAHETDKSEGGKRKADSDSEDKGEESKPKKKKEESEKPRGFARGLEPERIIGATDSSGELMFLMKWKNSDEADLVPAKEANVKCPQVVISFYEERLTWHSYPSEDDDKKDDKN
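Compound inhibition of the preformed complex between 50 nM HP1-beta and 50 nM biotinylated H3K9me3 peptide was read by AlphaScreen. Buffer was PBS pH 7.4 with 0.01% Tween-20. Incubations ran 30 min at room temperature, with 10 ug/mL donor/acceptor beads.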
Pin1 inh – human Pin1 inhibition; Q13526; Potency, µM (top dose mostly 115 µM), for the others: at the highest dose activity, negative = inhibition, most hits filed as inhibitors; 390,000 compounds, 0.009% hits; Pin1 FP peptide displacement, HiFluor488, 10 min; active = well fitted inhibition curve with a large enough effect in the polarisation, with a control signal flat, not every such curve was filed as active; inconclusive = small, poorly fitted or top-dose-only effect, or effect the other way, or a change in a side signal; inactive = no such curve, though single readings can be large or run the other way; the % refers to the polarisation; note: % is set by controls: 0 for no effect and ±100 for the full control effect
Target sequence (Q13526 whole entry, looked up): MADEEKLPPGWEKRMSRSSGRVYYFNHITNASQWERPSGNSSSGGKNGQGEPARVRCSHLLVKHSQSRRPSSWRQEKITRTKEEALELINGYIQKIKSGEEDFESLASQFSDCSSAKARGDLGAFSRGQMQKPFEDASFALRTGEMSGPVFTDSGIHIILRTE
RGS4 inhibitor – inhibitors of human regulator of G protein signaling 4 | Transcreener GDP fluorescence polarization, RGS4-accelerated GTP hydrolysis | Potency, µM (highest dose often 114 µM), for the others: at the highest dose activity change, negative = inhibition, actives largely listed as inhibitors | 390,000 compounds, 0.039% hits; note: % is set by controls: 0 for no effect and ±100 for the full control effect; nearly all actives have a fitted effect of over 75% in size; some results filed as inactive show a strong effect at the top dose
Target sequence (P49798 whole entry, looked up): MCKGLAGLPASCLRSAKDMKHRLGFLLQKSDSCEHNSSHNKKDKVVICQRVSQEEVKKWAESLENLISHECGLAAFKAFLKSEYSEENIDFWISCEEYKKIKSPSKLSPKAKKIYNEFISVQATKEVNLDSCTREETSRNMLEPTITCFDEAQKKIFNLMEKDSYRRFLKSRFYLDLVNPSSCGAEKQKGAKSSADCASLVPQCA
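MLSMR compounds (23 nl, pin-transferred) preincubated 10 min at room temperature with a 500nM (2x) first reagent, then RGS4 at 900nM (2x) plus Transcreener GDP mix added; fluorescence polarization (620/688 nm) read before and after 90 min at 30 °C.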
ALOX12 inh – blocks human arachidonate 12S-lipoxygenase | purified 12hLO, xylenol orange hydroperoxide absorbance | AID 1671190 | Potency, µM (series often up to 108 µM), without a hit: at the highest dose activity change, negative = inhibition, usual class: inhibitors | 580,000 compounds, 1.1% hits; note: % is set by controls: 0 for no effect and ±100 for the full control effect
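Purified human 12hLO (150 nM final) in 25 mM Hepes, 0.01% Triton X-100, pH 7.0 was preincubated 15 min at room temperature with compound. Then 40 uM arachidonic acid was added, 30 min. Hydroperoxide was read by Fe-XO absorbance ratio 573/405 nm.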
GLS inh – glutaminase GLS (human) inhibition | O94925 | GLS enzymatic activity, qHTS titration | Potency, µM (doses to about 45.5 µM), for inactives: at the top dose activity change, negative = inhibition, usual class: inhibitors | 410,000 compounds, 0.21% hits | AID 624170; note: % is set by controls: 0 for no effect and ±100 for the full control effect
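Read-out is an Amplex red fluorescence increase coupled through glutamate oxidase and HRP, measured before and after 30 min room-temperature incubation. hKGA is in 45 mM KH2PO4 (pH 8.2) with 0.02% Tween-20; glutamine added as 1mM solution.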
JMJD2A Tudor inh – JMJD2A Tudor domain (human) inhibition. 390,000 compounds, 4.4% hits. AlphaScreen JMJD2A-Tudor / H3K4me3 peptide binding. Potency, µM (doses to about 114 µM), for the others: top-dose activity change, negative = inhibition, usual class: inhibitors; note: % is set by controls: 0 for no effect and ±100 for the full control effect; nearly all actives have a fitted effect of over 50% in size
ERG-DNA inh – inhibitors of human ERG Ets domain-DNA interaction; P11308; fluorescence polarization, His-ERG Ets domain / labelled DNA; Potency, µM (top dose mostly 76.9 µM), for inactives: at the highest dose FP activity, negative = inhibition, most hits filed as inhibitors; 370,000 compounds, 0.028% hits; active = well fitted inhibition curve with a large enough effect in the polarisation, with a control signal flat; inconclusive = small, poorly fitted or top-dose-only effect, or effect the other way, or a change in a side signal; inactive = no such curve, though single readings can be large or run the other way; the % refers to the polarisation;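 note: polarization taken with two DNA probes labelled with fluorescein and Texas red; % of control where 0% means no effect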
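His-tagged ERG Ets domain (1 uM in the protein solution; 300mM KCl, 50mM Tris-HCl, 1mM EDTA, 1mM DTT, pH 7.5) received compound, then a probe mix of 5 nM fluorescein-DNA and 100nM Texas-615-DNA. Fluorescence polarization was read for both dyes.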
Tb PGK inh – inhibitors of T. brucei phosphoglycerate kinase; 380,000 compounds, 0.043% hits; Potency, µM (series often up to 57.5 µM), for inactives: top-dose activity change, negative = inhibition, hits mostly inhibitors; P07378; AID 602233; PGK/GAPDH coupled, Kinase-Glo luminescence, 60 min; note: % is set by controls: 0 for no effect and ±100 for the full control effect; nearly all actives have a fitted effect of over 60% in size
Target sequence (P07378 whole entry, looked up): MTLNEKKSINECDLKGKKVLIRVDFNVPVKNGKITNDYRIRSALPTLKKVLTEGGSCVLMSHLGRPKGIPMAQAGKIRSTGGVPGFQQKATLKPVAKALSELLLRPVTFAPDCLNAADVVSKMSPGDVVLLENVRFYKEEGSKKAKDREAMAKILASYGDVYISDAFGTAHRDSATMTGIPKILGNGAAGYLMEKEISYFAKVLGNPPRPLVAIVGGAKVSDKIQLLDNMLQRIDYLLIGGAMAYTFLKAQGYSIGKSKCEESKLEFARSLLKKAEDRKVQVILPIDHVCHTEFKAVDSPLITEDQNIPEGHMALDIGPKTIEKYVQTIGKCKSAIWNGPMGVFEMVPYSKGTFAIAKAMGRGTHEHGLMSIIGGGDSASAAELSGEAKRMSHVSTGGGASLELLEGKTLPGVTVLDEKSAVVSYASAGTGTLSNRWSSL
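Recombinant glycosomal PGK reaction used 1,3-bisphosphoglycerate generated in-well by GAPDH (100nM final) in 100mM TEA pH 7.6, 5mM MgCl2, 0.01% Tween-20. After 60 minutes at room temperature, ATP was read by Kinase-Glo Plus luminescence end-point.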
* marks the source's active call; other numbers are inactive results; i = inactive; ? = inconclusive; · = not tested or not shown; [ ] = dose if it differs, or a comment. Unless noted, calls come from the whole dose curve; as a rule, active = well fitted curve in the direction sought with a large enough effect; inconclusive = small, poorly fitted or top-dose-only effect, or another doubt; inactive = no such curve, though single readings can be large; an effect the other way counts as inactive or inconclusive. Potency is the fitted concentration of half-maximal effect. A portion of the library, so the mix of outcomes need not match the whole.

entry	RGS4 inhibitor	Tb PGK inh	GLS inh	ALOX12 inh	ERG-DNA inh	JMJD2A Tudor inh	HP1b chromo inh	rTrxR1 inhibitor	Pin1 inh	SMILES
1	-8%	-2%	-8%	1%	1%	-21%	50%[activator]	14%	1%	CCN(C(=O)CN1C(=O)S/C(=C\C=C\c2ccccc2)C1=O)C1CCS(=O)(=O)C1 (stereo unspecified)
2	27%	1%	9%	-9%	2%	1%	22%	20%	-4%	Cc1cccc(CCNC(=O)Cn2ncc3c([nH]c4ccc(C)cc43)c2=O)c1
3	-27%	-1%	1%	-4%	-3%	-6%	30%	-4%	-10%	CCn1c(CSc2ncccn2)nnc1SCC(=O)N1CCc2ccccc21
4	-12%	-5%	14%	?	-7%	?	-4%	-4%	-1%	CCC1(C(=O)c2ccc(Cl)cc2)C2c3ccccc3OC(=O)C21C(=O)Nc1ccccc1 (stereo unspecified)
5	-9%	i	-8%	?	5%	5%	41%	10%[57.1 µM]	3%	Cc1ccc(CSCCC(=O)NCc2ccc(F)cc2Cl)cc1
6	19%	-3%	22%	3%	-1%	-7%	10%	6%	11%	O=C(Nc1ccc(N2CCOCC2)cc1)C1CCN(S(=O)(=O)Cc2ccccc2)CC1
7	18%	0%	11%	0%	-9%	-7%	6%	-1%	6%	Cc1cccc(C)c1NC(=O)CS(=O)CC(=O)Nc1ccc(F)cc1F (stereo unspecified)
8	10%	-4%	28%	?	6%	?	-32%	-6%	?	COc1ccc(O)c(-c2c(-c3ccc(Cl)cc3)n[nH]c2C)c1
9	-10%	-4%	·	-5%	-1%	-5%	36%[activator]	12%	-1%	Cc1ccc(SCC(=O)Nc2cc(C)on2)cc1
10	13%	-6%	2%	-22%	11%	-14%	46%[activator]	-7%	7%	O=C(N/C(=C\c1ccccc1Cl)C(=O)N1CCOCC1)c1ccc([N+](=O)[O-])cc1
11	-13%	-2%	9%	-11%	-3%	1%	22%	8%	6%	CN(C)c1cc[nH]c(=O)c1C#N
12	4%	-1%	2%	138%[activator]	8%	-12%	21%	-11%	-3%	CCC(C)c1ccccc1N1CC(C(=O)Nc2cccc(S(=O)(=O)N3CCOCC3)c2)CC1=O (stereo unspecified)
13	16%	0%	0%	-26%	1%	2%	51%[activator]	13%	-3%	Cc1ccc(-c2cn3c(n2)sc2cc(C(=O)NC4CCCCCC4)ccc23)c(C)c1
14	13%	-8%	5%	-5%	·	-6%	44%[activator]	-4%	1%	O=C(NC(=S)N1CCOCC1)c1ccc([N+](=O)[O-])cc1
15	-20%	0%	-9%	i	-3%	-7%	34%	7%[57.1 µM]	3%	CCC1CCC/C1=N\NC(=O)c1ccccc1C (stereo unspecified)
16	?	9%	?	-14%	10%	?	-8%	-3%[57.1 µM]	0%	Cc1ccc(-c2cc[n+](Cc3ccccc3)cc2)cc1
17	-34%	-7%	-10%	-7%	-1%	?	-11%	23%[57.1 µM]	2%	O=c1oc(-c2ccc([N+](=O)[O-])cc2)nc2ccc(O)cc12
18	-4%	-5%	4%	111%[activator]	3%	-12%	11%	4%	0%	O=C(Nc1ccc(-c2cscn2)cc1)C1CCCN(Cc2ccc(CO)o2)C1 (stereo unspecified)
19	11%	i	-2%	12%	-13%	-12%	36%	0%	-9%	Cc1ccc(S(=O)(=O)c2nc(C)c3c(n2)CCC3)cc1
20	-38%[56.9 µM]	-1%	8%	-1%	-7%	-8%	19%	26%	-3%	CCCNC(=O)CN(C)CC(=O)Nc1ccccc1C#N
21	3%	-4%	1%	?	3%	-14%	30%	6%	-3%	CC1(C)CC(=O)c2c(O)cc(OCC(=O)Nc3ccc(CCO)cc3)cc2O1
22	-4%	i	1%	?	-5%	-6%	11%	-9%	0%	O=C1N(Nc2ccccc2)C(c2ccc(Br)cc2)C12CCCCC2 (stereo unspecified)
23	-64%[56.9 µM]	5%	?	0%	-2%	16µM*	-13%	2%	-2%	Cc1ccc(NC(=O)c2ccc3c(c2)CCN3S(C)(=O)=O)cc1C
24	16%	i	6%	2%	-1%	-13%	29%	-1%	-1%	Nc1ccc(Oc2ccccc2F)nc1

Seven structures out of the list, arranged by formula weight, high to low.
entry	RGS4 inhibitor	Tb PGK inh	GLS inh	ALOX12 inh	ERG-DNA inh	JMJD2A Tudor inh	HP1b chromo inh	rTrxR1 inhibitor	Pin1 inh	SMILES
13	16%	0%	0%	-26%	1%	2%	51%[activator]	13%	-3%	Cc1ccc(-c2cn3c(n2)sc2cc(C(=O)NC4CCCCCC4)ccc23)c(C)c1
18	-4%	-5%	4%	111%[activator]	3%	-12%	11%	4%	0%	O=C(Nc1ccc(-c2cscn2)cc1)C1CCCN(Cc2ccc(CO)o2)C1 (stereo unspecified)
22	-4%	i	1%	?	-5%	-6%	11%	-9%	0%	O=C1N(Nc2ccccc2)C(c2ccc(Br)cc2)C12CCCCC2 (stereo unspecified)
23	-64%[56.9 µM]	5%	?	0%	-2%	16µM*	-13%	2%	-2%	Cc1ccc(NC(=O)c2ccc3c(c2)CCN3S(C)(=O)=O)cc1C
17	-34%	-7%	-10%	-7%	-1%	?	-11%	23%[57.1 µM]	2%	O=c1oc(-c2ccc([N+](=O)[O-])cc2)nc2ccc(O)cc12
16	?	9%	?	-14%	10%	?	-8%	-3%[57.1 µM]	0%	Cc1ccc(-c2cc[n+](Cc3ccccc3)cc2)cc1
24	16%	i	6%	2%	-1%	-13%	29%	-1%	-1%	Nc1ccc(Oc2ccccc2F)nc1

More results:
entry	RGS4 inhibitor	Tb PGK inh	GLS inh	ALOX12 inh	ERG-DNA inh	JMJD2A Tudor inh	HP1b chromo inh	rTrxR1 inhibitor	Pin1 inh	SMILES
25	9%	i	0%	i	1%	-7%	15%	-9%	?	COc1ccc(C2(C(=O)N3CCOCC3)CCCC2)cc1
26	-13%	-1%	-6%	0%	-6%	-11%	55%[activator]	33%	1%	CC(=O)NC12CC3CC(CC(CC(=O)O)(C3)C1)C2
27	-22%	i	5%	5%	-3%	5%	26%	35%	-6%	O=C(Cn1ncc2c3ccccc3n(Cc3ccccc3F)c2c1=O)NCCN1CCOCC1
28	-15%	-3%	-4%	-11%	2%	-4%	26%	26%	-1%	CCOc1ncnc2c1oc1nc(CC(C)C)c3c(c12)CC(C)(C)OC3
29	19%	-8%	1%	0%	1%	-9%	44%[activator]	-1%[57.1 µM]	-3%	O=C(O)CN=C1CC(c2ccccc2)CC(=O)/C1=C(/O)CCCN1C(=O)c2ccccc2C1=O (stereo unspecified)
30	-12%	-2%	-2%	-1%	-3%	-6%	31%	2%	-3%	CCCC(=O)N1CCN(c2ccc(NC(=O)C(C)(C)C)cc2Cl)CC1
31	11%	-8%	17%	-4%	21%	-9%	17%	-16%	-6%	COc1ccc(CNC(=O)COC(=O)c2ccc(S(=O)(=O)N3CCCCC3)cc2)cc1
32	9%	1%	12%	2%	8%	-9%	31%	11%	-3%	CC(C)Cc1c(O)nc(SCCN2CCOCC2)[nH]c1=O
33	7%	-10%	-3%	-2%	1%	83%[activator]	91%[activator]	-19%[57.1 µM]	8%	O=c1sc2ccccc2n1COc1ccccc1
34	-4%	10%	-9%	-1%	4%	7%	32%	-9%	-2%	N#C/C(=C\c1ccc(OCC(N)=O)cc1)C(=O)NC1CC1
35	-8%	-1%	30%	2%	-6%	0%	45%[activator]	11%	8%	O=C(O)CN1C(=O)SC(Nc2ccc(Cl)cc2)C1=O (stereo unspecified)
36	-37%	5%	3%	-19%	-1%	-5%	27%	12%	11%	Cc1ccccc1C(=O)Nc1c(C(=O)Nc2cccc(F)c2)oc2ccccc12
37	?	15%	19%	?	-8%	-30%	?	-32%	13%	NC(=S)Cc1nc(-c2ccccc2)cs1
38	-7%	i	-10%	0%	-1%	-2%	18%	-5%	3%	COc1cc(C(=O)N2CCN(S(=O)(=O)c3ccc(C)cc3)CC2)ccc1OCc1c(C)noc1C
39	-14%	-3%	3%	17%	-4%	-15%	8%	47%[activator][57.1 µM]	8%	CCN(CCCNC(=O)Cn1ncc2c(=O)oc3ccccc3c21)c1cccc(C)c1
40	37%	-3%	11%	0%	3%	6%	31%	37%[11.4 µM]	0%	Cc1nc(Cl)sc1C(=O)Nc1cccc(Cl)c1
41	7%	-6%	0%	·	2%	-6%	17%	-34%	-18%	CN(Cc1ccon1)C(=O)CC1C(=O)NCCN1Cc1ccc(F)c(F)c1 (stereo unspecified)
42	-47%	-1%	-1%	-2%	-12%	?	35%	33%	3%	Nn1cnnc1N/N=C/c1ccc(Cl)c([N+](=O)[O-])c1
43	-15%	2%	1%	3%	2%	-20%[57.1 µM]	27%	27%[57.1 µM]	10%	COc1ccc(OC)c(C2(O)CSC(=Nc3cccnc3)N2Cc2ccco2)c1 (stereo unspecified)
